High-throughput results: PubChem BioAssay, National Center for Advancing Translational Sciences (NCATS)
FBPA coupling cs = inhibits coupling enzyme system, counter-screen for aldolase hits; activity change, negative = inhibition, % at 58.2 µM, hits read low; coupling enzyme system counterscreen, AmpLite Red fluorescence; AID 2472; 0.67% of 290,000 active; in the data active = activity change below about -30%
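Counterscreen of the coupled detection system alone, without aldolase: glyceraldehyde-3-phosphate coupling enzymes plus AmpLite Red readout. Compounds at 57.5 uM final, 10 min RT preincubation, 20 min RT reaction, fluorescence 525/598 nm.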
Eya2 inh = Eya2 (human) phosphatase inhibition; 0.006% of 330,000 active; AID 488837; O00167; recombinant Eya2, OMFP fluorescence dephosphorylation (OMFP is methylfluorescein phosphate); Potency, µM (doses to about 76.9 µM), without a hit: top-dose activity, negative = inhibition, most hits filed as inhibitors; also: potency is read from the fitted curve at half-maximal effect
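Eya2 protein (added as 0.2 uM solution) was preincubated with compound for 10 min at ambient temperature in 50 mM HEPES pH 7.5, 50 mM NaCl, 5 uM MgCl2, 0.05% BSA, 1 mM DTT. OMFP (added at 50 uM) then reacted 10 min; fluorescence read at 485/525 nm.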
Chronic BCR inh = inhibitors of chronic active B-cell receptor signaling; ABC-DLBCL IkBa-CBG/CBR reporter, luminescence ratio, 4 h; Potency, µM (series often up to 46.1 µM), inactives show at the highest dose ratio change, negative = lower green/red ratio, actives largely listed as inhibitors; 0.05% of 340,000 active; active = well fitted inhibition curve with a large enough effect in the signal ratio, with a control signal flat, not every such curve was filed as active; inconclusive = small, poorly fitted or top-dose-only effect, or effect the other way, or a change in a side signal; the % refers to the signal ratio;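 also: potency is read from the fitted curve at half-maximal effect; plate controls were basal doxycycline-induced cells for no effect and cells given 10 µM MG132 for full effect; MG132 reads +100%, hits lower the ratio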
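Concentration-response series (up to 46 uM) were applied to TMD8 dual-reporter cells for 4 h at 37C with doxycycline. Green/red ratio, after filter-overlap correction, defined %Activity; red signal alone was normalised to basal cells and zero luminescence.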
Giardia kill = Giardia lamblia killing | activity change, % at 7.66 µM, hits read low | Giardia lamblia trophozoite viability | 0.15% of 340,000 active | AID 540267; in the data active = activity change below about -80%; inconclusive = between about -30% and that limit;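 also: parasites exposed to compound for two days anaerobically before the ATP read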
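Trophozoites 100 cells/well + cpd; 48 hrs, 37 deg C, anaerobic. ATPLite 1-Step added, 15-30 min RT, luminescence read (ATP-based viability).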
USP2a block = USP2a (human) protease inhibition. Potency, µM (series often up to 38.3 µM), inactives show top-dose activity change, negative = inhibition, actives largely listed as inhibitors. O75604. USP2 core, Ub-CHOP2 coupled fluorogenic reporter, 485/531. AID 463254. 0.01% of 330,000 active;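 also: potency is read from the fitted curve at half-maximal effect; plate controls were DMSO wells for no effect and full inhibition by NEM control for full effect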
Target sequence (O75604 whole entry, looked up): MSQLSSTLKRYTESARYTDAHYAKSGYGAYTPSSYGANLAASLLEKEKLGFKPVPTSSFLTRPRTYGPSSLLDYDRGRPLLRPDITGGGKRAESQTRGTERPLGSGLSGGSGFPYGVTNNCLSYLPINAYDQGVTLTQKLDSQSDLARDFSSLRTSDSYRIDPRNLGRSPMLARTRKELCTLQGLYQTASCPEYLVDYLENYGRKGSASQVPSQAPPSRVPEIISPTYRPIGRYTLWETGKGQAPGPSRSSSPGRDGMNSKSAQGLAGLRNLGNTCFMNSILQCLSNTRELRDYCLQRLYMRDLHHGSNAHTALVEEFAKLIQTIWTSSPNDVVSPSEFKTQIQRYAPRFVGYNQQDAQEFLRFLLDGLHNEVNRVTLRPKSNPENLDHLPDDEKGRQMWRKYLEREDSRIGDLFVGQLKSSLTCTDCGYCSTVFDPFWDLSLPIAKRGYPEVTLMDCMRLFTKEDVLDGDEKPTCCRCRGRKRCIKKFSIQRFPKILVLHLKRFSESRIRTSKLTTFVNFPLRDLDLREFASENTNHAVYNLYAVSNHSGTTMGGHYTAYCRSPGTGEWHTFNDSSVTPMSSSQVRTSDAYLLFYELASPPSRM
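Deubiquitinase activity read as fluorescence (485/531 nm) after Ub-CHOP2 cleavage activates the enterokinase reporter on its substrate; USP2 core 10nM, Ub-CHOP2 and substrate 25nM each, 30min compound preincubation then 60min RT; data normalized to NEM, curves fitted.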
KCNH2 3.1 block = inhibitors of human KCNH2 3.1 potassium channel isoform. 0.95% of 340,000 active. activity change, % (tested at about 1.8 µM). U2OS KCNH2 3.1, thallium flux FluxOr; active compounds read low. AID 720553;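 active = maximum activity change below -70%; inconclusive = maximum activity change from -70% to -50%; inactive = maximum activity change above -50%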;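 also: thallium influx rate constant from kinetic fluorescence after stimulation buffer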
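U2OS cells transduced with KCNH2 3.1 mutant virus (1.77 x 10^8 /mL, 4 h), plated overnight at 37 C, loaded 45 min with FluxOr dye plus Red40 quencher. Thallium flux rate constant from kinetic reads after stimulation buffer, normalised to controls.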
B2AR arrestin = beta2AR (human) beta-arrestin recruitment activity | P07550 | beta-arrestin recruitment to beta2AR, cell-based reporter | Potency, µM (series often up to 46.1 µM), for the others: at the highest dose activation, actives largely listed as activators | 0.02% of 330,000 active;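 also: potency is read from the fitted curve at half-maximal effect; 0% = DMSO controls and full agonism = EC100 isoproterenol or metaproterenol; nearly all actives have a fitted effect of over 65% in size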
Target sequence (P07550 whole entry, looked up): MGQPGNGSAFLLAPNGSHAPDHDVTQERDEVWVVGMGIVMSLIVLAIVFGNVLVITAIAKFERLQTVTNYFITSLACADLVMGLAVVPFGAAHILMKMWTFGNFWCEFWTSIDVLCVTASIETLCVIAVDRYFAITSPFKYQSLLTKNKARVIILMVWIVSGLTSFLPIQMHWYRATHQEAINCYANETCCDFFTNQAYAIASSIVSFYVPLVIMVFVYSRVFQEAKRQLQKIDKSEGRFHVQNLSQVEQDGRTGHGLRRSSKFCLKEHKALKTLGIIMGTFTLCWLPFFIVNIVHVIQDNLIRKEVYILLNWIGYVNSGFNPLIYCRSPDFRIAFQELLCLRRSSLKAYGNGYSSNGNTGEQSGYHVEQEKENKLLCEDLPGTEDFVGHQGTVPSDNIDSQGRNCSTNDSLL
PKM2 activator = increases activity of human pyruvate kinase M2 | Potency, µM (top dose mostly 57.5 µM), for the others: at the highest dose activation, usual class: activators | purified PKM2, Kinase-Glo ATP luminescence, activation; response scale: 0% is enzyme alone, no compound | P14618 | 0.34% of 260,000 active; also: potency is read from the fitted curve at half-maximal effect; nearly all actives have a fitted effect of over 55% in size
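ATP formation by purified human PK-M2, quantified via coupled luciferase luminescence after 1 h at room temperature with 0.1 mM ADP and 0.5 mM PEP final.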
GALK inh = galactokinase (human) inhibition; P51570; Purified GALK, Kinase-Glo residual ATP luminescence; Potency, µM (doses to about 57.5 µM), for inactives: at the top dose activity change, negative = inhibition, actives largely listed as inhibitors; 0.007% of 270,000 active; AID 1868; also: potency is read from the fitted curve at half-maximal effect
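The enzyme phosphorylates galactose (100 uM) using ATP (35 uM); inhibition is detected as higher residual ATP, quantified by bioluminescence after 1 h reaction at room temperature, pH 8.0.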
uPA surface inh = cell surface uPA generation inhibition. cell surface uPA generation assay, qHTS. Potency, µM (top dose mostly 38.3 µM), without a hit: at the highest dose activity change, negative = inhibition, usual class: inhibitors. 0.31% of 330,000 active. AID 540303; active = well fitted inhibition curve with a large enough effect; inconclusive = small, poorly fitted or top-dose-only effect; inactive = no such curve, though single readings can be large or run the other way; tested in mouse RAW 264.7 cells; also: potency is read from the fitted curve at half-maximal effect; nearly all actives have a fitted effect of over 55% in size
KCNH2 WT inh = inhibitors of human wildtype KCNH2 potassium channel; Q12809; U2OS, BacMam KCNH2, thallium flux FluxOr; active compounds read low; activity change, % at 1.84 µM; 0.37% of 340,000 active; AID 720551;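 active = maximum activity change below -70%; inconclusive = maximum activity change between -70% and -50%; inactive = maximum activity change above -50%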
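U2OS cells transduced with wild-type KCNH2 virus are loaded with FluxOr dye for 45 min, and thallium flux is measured in kinetic reads before and after stimulation buffer. Rate constants are normalized to DMSO controls.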
An asterisk follows results filed as active; ? = inconclusive; / = no result given; & = joins results of further samples; [ ] = another dose, or the depositor's remark. Unless noted, calls follow the shape of the dose curve; as a rule, active = well fitted curve in the direction sought with a large enough effect; inconclusive = small, poorly fitted or top-dose-only effect, or another doubt; inactive = no such curve, though single readings can be large; an effect the other way counts as inactive or inconclusive. Unless noted, % is scaled to controls: 0 for no effect and ±100 for the full control effect.

SMILES | FBPA coupling cs | Eya2 inh | Chronic BCR inh | Giardia kill | USP2a block | KCNH2 3.1 block | B2AR arrestin | PKM2 activator | GALK inh | uPA surface inh | KCNH2 WT inh
CC(C)CC(=O)N1CCC(N2CCN(c3ccccc3)CC2)CC1 | -13.7 | -27.7% | -7.3% | -7.7 | -0.6% | -5.5 | 0.6% | 0.9% | 0.1% | 1.0% | -3.9
CN1C(=O)c2cccc3c(S(=O)(=O)Nc4ccc(O)c(C(=O)O)c4)ccc1c23 | 15.0 | -1.5% | 1.5% | 17.2 | -8.0% | 6.9 | -0.9% | / | 0.5% | 1.4% | -6.5
COC(=O)Cc1c(O)ccn(CCc2c[nH]c3ccccc23)c1=O | -1.5 | 2.5% | -2.2% | 2.1 | 0.2% | 20.8 | 0.0% | -4.2% | 6.2% | -5.3% | 0.1
O=C(Nc1ccc(CN2CCCCC2)cc1)c1ccc(Br)o1 | 1.5 | -6.8% | -2.1% | 11.1 | -9.6% | -20.8 | -0.2% | 0.3% | 0.5% | 1.0% | 1.9
CCCc1nn(C)c2c1C(c1ccncc1)C(C#N)=C(N)O2 (configuration not stated) | 0.2 | 4.0% | -3.4% | -1.9 | 3.1% | -9.3 | -1.0% | -1.2% | 2.7% | 0.3% | -3.4
CC(=O)c1nc(N2C(=O)CC(Cc3ccc(C)cc3)C2=O)sc1C (configuration not stated) | -0.6 | -1.3% | -11.6% | -10.0 | 0.3% | -14.0 | 2.9% | -1.5% | -0.3% | -0.8% | -27.3
O=C(c1ccccc1)c1c[nH]c2cc3c(cc2c1=O)OCO3 | -0.3 | 2.7% | -1.5% | / | 1.8% | / | -0.7% | 2.5% | 0.2% | / | /
O=S1(=O)CCN(Cc2ccc(F)cc2)CC1 | -2.3 | -9.0% | 0.1% | -8.4 | 12.4% | -12.2 | -0.1% | 0.0% | -0.2% | -1.1% | 2.7
COc1cccc(CN(C)C(=O)c2cccc(S(=O)(=O)N3CCN(c4ccc(F)cc4)CC3)c2)c1OC | / | -16.5% | -7.5% | -6.9 | -6.8% | -159.0* | 0.1% | / | / | -8.9% | 0.3
COC(=O)C1=C[C@@H](C(=O)OC)[C@@H]2C3=C(C(=O)[C@@]2(C)NC(=O)c2ccccc2)[C@H](c2ccccc2)[C@@H]2C(=O)NC(=O)[C@@H]2[C@@H]3C1 | -0.9 | / | / | -10.9&17.3 | / | 55.6 | / | / | / | -0.4% | -1.7
COc1ccc(-c2n[nH]c(C)c2-c2ccc(Cl)cc2)c(O)c1OC | -0.3 | -10.8% | 3.8% | 7.0 | 3.7% | 5.1 | -0.2% | 5.5% | -3.9% | -2.5% | -1.4
CN(CC(=O)O/N=C(\N)c1ccccn1)S(=O)(=O)c1cc(Cl)ccc1Cl | 5.7 | 11.3% | ? | 15.1 | -0.2% | 24.0 | 0.0% | 3.5% | -2.6% | -12.0% | -3.0
CCCCc1nc(NCc2ccccc2)c(C#N)c2c1COC(C)(C)C2 | 0.4 | -9.8% | 0.8% | 4.5 | -1.0% | -31.8 | 0.0% | -1.6% | 0.0% | 2.4% | -2.7
CCOc1ccc(S(=O)(=O)N(C)c2ccc(OCC(=O)NCc3ccc(C(=O)OC)cc3)cc2)cc1 | -2.8 | 0.1% | -4.5% | 5.7 | 3.1% | -5.7 | -0.1% | 2.6% | 0.0% | 3.2% | -6.4
CC(C)(C)c1cc[n+](/C(C(=S)NC2CC2)=C(/[O-])c2ccc(Cl)s2)cc1 | -43.9* | -0.6% | -25.6% | 5.6 | -5.5% | 5.9 | 0.1% | -3.5% | 0.9% | -3.6% | 12.0
COc1ccc(S(=O)(=O)N2CC(O)CC2C(=O)Nc2cccnc2)cc1 (configuration not stated) | 8.7 | -13.7% | -4.8% | 7.4 | -1.1% | 5.4 | 0.5% | -7.1% | -0.7% | 0.1% | -1.9
CSc1cccc(NC(=O)CCCOc2ccc(Cl)cc2Cl)c1 | -0.1 | 1.6% | ? | 13.1 | -0.9% | -10.0 | 0.2% | 14.5% | / | 0.6% | 2.0
Cc1ccc(CNC(=O)c2cnc(-c3ccccn3)nc2C(F)(F)F)cc1 | -0.6 | 12.8% | ? | -13.8 | 0.4% | 0.8 | 0.1% | 4.1% | -2.6% | -0.2% | -4.3
COc1cccc(NC(=O)CN(C)C(=O)c2cc(-c3ccc(C)o3)nc3ccccc23)c1 | / | 24.3% | -0.5% | ? | -0.4% | -4.6 | -0.3% | / | / | -21.1% | -16.6
Cc1ccc(C)c(N2CCN(C(=O)CCCCn3c(=O)[nH]c4ccccc4c3=O)CC2)c1 | 0.5 | -23.6% | -0.9% | 0.0 | -0.5% | 0.2 | -0.1% | 2.5% | -1.9% | 3.8% | 15.0
CC1CN(S(=O)(=O)c2cccc(-c3cn4cccnc4n3)c2)CC(C)O1 (configuration not stated) | 1.9 | 2.5% | 2.0% | / | 3.4% | / | -0.2% | 6.4% | 3.9% | / | /
COCCN(C(=O)c1cc(Cl)nc2ccccc12)c1c(N)n(Cc2ccccc2)c(=O)[nH]c1=O | / | -7.3% | -12.5% | 11.0 | 0.7% | 0.6 | -0.8% | / | / | 0.7% | 8.3
CCS(=O)(=O)N1CCC(C(=O)O)CC1 | 0.6 | 13.9% | -0.9% | 11.3 | 3.0% | 8.7 | 0.1% | / | 0.9% | 0.7% | -2.6
S=C(Nc1ccccc1Cl)N(Cc1cccnc1)Cc1ccco1 | 3.4 | 10.2% | -0.6% | 12.6 | 0.4% | 27.2 | -0.1% | 2.9% | 0.3% | -6.8% | 1.1
CCCS(=O)(=O)N1CCCC(C(=O)NCCCN(CC)c2cccc(C)c2)C1 (configuration not stated) | -0.7 | 11.2% | 1.1% | 9.0 | 2.9% | -2.9 | -0.3% | -9.1% | -1.2% | -0.1% | -10.0
Cc1cc([N+](=O)[O-])ccc1-c1ccc(/C=N/NC(=O)Cc2ccccc2)o1 | 1.8 | -14.7% | 6.9% | 12.6 | 0.0% | / | -0.3% | -0.3% | -1.3% | -6.3% | -3.1
COc1ccc(/C(O)=C2/C(=O)C(=O)N(Cc3cccnc3)C2c2ccccn2)cc1 (configuration not stated) | 0.3 | -1.3% | ? | -2.2 | 4.4% | -1.9 | 0.1% | 8.8% | -0.3% | 5.1% | 6.8
Cc1ccc(C(=O)OCC(=O)c2ccc(S(=O)(=O)N3CCCCC3)cc2)o1 | / | -3.6% | -0.6% | 14.9 | 1.1% | 7.8 | 0.4% | / | / | 0.4% | 11.8
COc1ccc2c(c1OC)C(=O)N1C2SC(C)(C)[C@H]1C(=O)NC1CCCC1 (some centres not stated) | 0.0 | 8.0% | -7.0% | -4.7 | -1.9% | 8.0 | -0.1% | -8.4% | / | -7.0% | -4.1
CC(C)c1nc(C(N)=O)c2[nH]c(=O)n(-c3ccc(F)cc3)c2n1 | 4.1 | -3.4% | 2.6% | -28.0 | -0.8% | 2.5 | -1.0% | -0.4% | / | 6.3% | -15.7
COc1ccccc1N1CCN(C(=O)C(=O)c2cn(CC(=O)N3CCCCCC3)c3ccccc23)CC1 | / | 2.6% | ? | 9.8 | -3.6% | / | -0.2% | -5.8% | -1.5% | -0.8% | 4.3
Cc1cc(NC(=O)C23CCC(C)(C(=O)O2)C3(C)C)no1 (configuration not stated) | 2.0 | 1.6% | -6.9% | 9.8 | -0.5% | -191.3* | -0.1% | -12.8% | 1.7% | / | -22.1
CN1CCN(NC(=O)Nc2ccc(F)cc2)CC1 | 0.7 | 3.6% | 0.0% | -10.6 | 0.4% | -4.7 | 0.2% | 2.0% | 5.5% | 4.7% | -4.8
CCOC(=O)N1CCN(C(=O)c2cccn3c(=O)c4cc(Br)ccc4nc23)CC1 | 2.0 | -5.8% | -0.6% | -4.5 | -0.9% | -1.9 | -0.4% | -5.3% | 4.3% | 1.6% | 10.9
COc1ccc(/C=N/n2c(-c3ccccc3)n[nH]c2=S)cc1 | 2.2 | 2.7% | -3.6% | 2.8 | -0.2% | 1.2 | -1.3% | -3.1%[11.5 µM] | -1.3% | -7.9% | 6.8
Cc1cccc(CSc2nnc(CCCCCNC(=O)OC(C)(C)C)o2)c1 | 1.7 | -21.5% | 1.7% | 16.9 | 0.2% | 10.8 | -0.2% | -0.4% | -0.7% | -2.7% | -1.3
O=C(COC(=O)c1c2c(nc3ccccc13)CCCC2)c1cccs1 | 1.5 | -11.9% | 18.9% | -2.4 | -8.6% | -1.2 | -0.3% | -13.7% | 2.4% | -0.6% | 19.7
